GLP-1R inv ag: inverse agonists of human GLP-1 receptor | AID 624417 | P43220 | Potency, µM (series often up to 38.3 µM), for inactives: top-dose activity change, negative = inhibition, hits mostly inhibitors | actives 1.6% (n = 410,000) | HEK293 GLP-1R CRE-luciferase, luminescence, 24 h; GLP-1R form is constitutively active; further: potency means the concentration at half of the fitted maximal effect; on the % scale 0 is the no-effect control and ±100 the full control effect; nearly all actives have a fitted effect of over 55% in size
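HEK293 cells stably co-expressing constitutively active GLP-1R and a cAMP-responsive luciferase reporter were seeded in DMEM with 10% Nu serum, given compounds after 12 h, and incubated 24 h at 37 deg C. Luminescence was then read.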
DRD3 antagonist: antagonists of human D3 dopamine receptor | P35462 | actives 2.5% (n = 360,000) | max response, negative = inhibition, % | D3R cells, DiscoveRx beta-arrestin luminescence, antagonist mode; active compounds read low; in the data active means max response below about -50%; inconclusive means no clear call, values can overlap the other calls; further: on the % scale 0 is the no-effect control and ±100 the full control effect; mostly tested at two doses, the higher about 12 µM
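Cells expressing the human receptor were seeded at 1500 cells/well, incubated overnight at 37 degrees C in 5% CO2, then exposed to library compounds with dopamine controls for 90 minutes at 37 degrees C before luminescent detection.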
WRN inhibitor: inhibitors of human WRN helicase. Q14191. WRN helicase unwinding, fluorescent forked duplex, kinetic. Potency, µM (titrated, usually from 114 µM), without a hit: at the highest dose activity change, negative = inhibition, usual class: inhibitors. actives 0.46% (n = 360,000); further: potency means the concentration at half of the fitted maximal effect; on the % scale 0 is the no-effect control and ±100 the full control effect; nearly all actives have a fitted effect of over 55% in size
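Primary qHTS, 1536-well format. 20 nM WRN + compound, 15 min RT; start with 100 nM forked fluorophore/quencher duplex, 2 mM ATP (final); kinetic read ex 525/em 598 nm.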
PI5P4K alpha inh: blocks human PI5P4K alpha kinase activity; P48426; PI5P4Kalpha enzyme, ADP-Glo luminescence, 60 min; active compounds read low; max response, %; actives 1.2% (n = 330,000); AID 652105; active means max response of -50% or lower; inconclusive means between -30% and -50%; inactive means -30% or higher; further: value at the top dose of about 77 µM; on the % scale 0 is the no-effect control and ±100 the full control effect
Target sequence (P48426 whole entry, looked up): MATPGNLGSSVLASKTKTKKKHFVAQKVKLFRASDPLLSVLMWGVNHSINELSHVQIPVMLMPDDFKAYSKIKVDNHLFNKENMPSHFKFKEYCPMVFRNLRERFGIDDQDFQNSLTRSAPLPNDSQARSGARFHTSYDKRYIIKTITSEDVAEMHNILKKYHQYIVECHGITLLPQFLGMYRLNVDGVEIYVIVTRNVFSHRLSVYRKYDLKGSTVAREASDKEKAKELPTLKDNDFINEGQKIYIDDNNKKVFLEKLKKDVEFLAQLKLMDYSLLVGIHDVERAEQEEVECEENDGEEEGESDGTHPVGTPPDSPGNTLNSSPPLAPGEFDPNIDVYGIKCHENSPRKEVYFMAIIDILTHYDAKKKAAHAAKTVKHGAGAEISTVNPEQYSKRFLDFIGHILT
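ADP-Glo luminescence end-point after a 60 min room-temperature kinase reaction. PI5P4Kalpha and substrate in HEPES pH 7.4 buffer with EGTA, 0.1% CHAPS and 5% DMSO; ATP at 5 microM final.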
GLP-1R agonist: agonists of human GLP-1 receptor; actives 0.007% (n = 380,000); Potency, µM (top dose mostly 45.6 µM), for inactives: at the top dose activation, hits mostly activators; HEK293 GLP-1R CRE-luciferase, luminescence, 4-6 h; cells express a hypersensitive GLP-1R form; further: potency means the concentration at half of the fitted maximal effect; % of control where 0% means no effect
D3 ag: agonists of human D3 dopamine receptor; max activation, %; actives 0.58% (n = 410,000); AID 652048; D3R DiscoveRx beta-arrestin cells, luminescence, 90 min; in the data active means max activation above about 30%; further: 0% is about no effect; mostly tested at two doses, the higher about 12 µM
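Agonist mode: compounds and dopamine controls were applied to plated cells for 90 min at 37 degrees C after an overnight attachment at 1500 cells/well. Luminescent read-out followed 30 - 60 minutes at room temperature with DiscoveRx detection reagent.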
IL-2 act: activators of IL-2. IL-2 activation reporter assay, cell-based qHTS; stimulated with anti-CD3/CD4/CD28 beads; in transgenic mouse T cells. activation, % (series mostly up to about 46 µM). actives 0.065% (n = 360,000). AID 652025; in the data active means activation above about 50%; inconclusive means mostly about 30% to 49%; further: 0% is about no effect
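Readout is EGFP and DsRed signal by fluorescent plate cytometry after 18 h at 37 degrees C. Transgenic mouse T cells (750/well) received compound for 60 min before bead stimulation (anti-CD3, anti-CD4, anti-CD28); memory T cells served as non-tolerant control.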
GLP1R cytotox: cytotoxic in the GLP-1 receptor inverse agonist counter-screen; HEK293 cAMP-luciferase reporter cells, luminescence, 24 h; Potency, µM (doses to about 38.3 µM), for inactives: at the highest dose activity change, negative = inhibition, most hits filed as inhibitors; actives 0.13% (n = 410,000); AID 624418;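 further: loss of luciferase light is scored as toxicity; potency means the concentration at half of the fitted maximal effect; on the % scale 0 is the no-effect control and ±100 the full control effect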
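MLSMR compounds, 24 hr on cells at 37 deg C/5% CO2; luminescence after luciferase reagent (12 min RT). Inhibition counted as the undesired cytotoxic outcome.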
PLK1 PBD block: blocks phosphopeptide binding to human PLK1 polo-box domain. P53350. Plk1 PBD binding of FITC phosphopeptide, fluorescence polarization. Potency, µM, for inactives: max response, negative = inhibition, most hits filed as inhibitors. actives 2.8% (n = 360,000). AID 720504; further: potency means the concentration at half of the fitted maximal effect; series mostly up to about 57 µM; on the % scale 0 is the no-effect control and ±100 the full control effect; nearly all actives have a fitted effect of over 65% in size
Target sequence (P53350 whole entry, looked up, the tested form may be a part): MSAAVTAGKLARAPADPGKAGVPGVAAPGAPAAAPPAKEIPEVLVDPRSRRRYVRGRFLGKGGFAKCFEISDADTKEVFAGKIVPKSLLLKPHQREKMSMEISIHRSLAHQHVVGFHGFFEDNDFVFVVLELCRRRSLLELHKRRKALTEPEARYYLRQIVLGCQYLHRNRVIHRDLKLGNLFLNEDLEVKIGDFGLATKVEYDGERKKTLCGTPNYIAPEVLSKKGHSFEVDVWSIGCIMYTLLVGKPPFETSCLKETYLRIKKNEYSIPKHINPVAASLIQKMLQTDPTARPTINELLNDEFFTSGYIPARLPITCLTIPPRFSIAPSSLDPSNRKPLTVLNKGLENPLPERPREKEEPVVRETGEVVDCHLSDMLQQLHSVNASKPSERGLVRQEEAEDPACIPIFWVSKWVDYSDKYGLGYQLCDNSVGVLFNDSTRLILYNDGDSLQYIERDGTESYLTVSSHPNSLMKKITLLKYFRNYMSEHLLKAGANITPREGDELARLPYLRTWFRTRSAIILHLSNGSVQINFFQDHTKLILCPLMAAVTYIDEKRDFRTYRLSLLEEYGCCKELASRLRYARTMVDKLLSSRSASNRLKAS
Starred values were filed as active, the others as inactive; ? = inconclusive; . = not tested or not shown; & = joins results of further samples; [ ] = dose if it differs, or a comment. Unless noted, the call rests on the fitted dose curve; in most records, active means well fitted curve in the direction sought with a large enough effect; inconclusive means small, poorly fitted or top-dose-only effect, or another doubt; inactive means no such curve, though single readings can be large; an effect the other way counts as inactive or inconclusive. Rows were taken by chance; overall some 7.8% were active at least once.

Sample of the layout:
SMILES	GLP-1R inv ag	DRD3 antagonist	WRN inhibitor	PI5P4K alpha inh	GLP-1R agonist	D3 ag	IL-2 act	GLP1R cytotox	PLK1 PBD block
CCCCCCOc1ccc(NC(=O)CC2C(=O)N(CC)C(=S)N2Cc2ccco2)cc1 (configuration not stated)	7.1µM*	17	-11%	16	-5%	-9	-0.7	?	0%
Cc1ccc(N(Cc2ccc(C(=O)Nc3ccccc3C(=O)NCc3ccco3)cc2)S(C)(=O)=O)cc1C	-3%	27	-8%	.	-14%	34*	-0.4	7%	5%
CCS(=O)(=O)Nc1c(C(=O)OC)[nH]c2ccccc12	8%	?	-5%	-3	17%	-15	-2.3	0%	-2%
Cc1ccc(Cn2nnc3c(=O)[nH]c(C4CCN(S(=O)(=O)c5ccccc5)CC4)nc32)cc1	0%	15	-6%	.	1%	16	-1.6	-15%	-1%&-1%
COc1cccc(C(O)c2nccn2Cc2ccccc2)c1OC (configuration not stated)	12%	3	-4%	-2	-1%	-1	1.5	1%	-3%
Cc1ccccc1Nc1c(N)c(=O)oc2ccccc12	45%[activator]	-11	-13%	-3	17%	6	-2.7	1%	3%
O=C(COc1ccc(Cl)cc1Cl)NC(=O)NC1CCCC1	?	-5	-5%	11	27%	-14	-2.0	-2%	-18%
CCOC(=O)C1CCCN(S(=O)(=O)c2cc3[nH]c(=O)c(=O)[nH]c3cc2C)C1 (configuration not stated)	8%	15	-6%	-3	2%	5	-1.8	3%	-8%
CCCc1cc(=O)[nH]c(SCC(=O)Nc2cc(S(=O)(=O)N3CCCCC3)ccc2C)n1	-8%	7	3%	0	-2%	-3	1.1	12%	4%
O=c1c(-c2ccc3c(c2)OCCO3)c(C(F)(F)F)oc2cc(O)cc(O)c12	0%	?	-5%	2	-6%	4	0.4	-4%	-7%

Results, previewed entries included:
SMILES	GLP-1R inv ag	DRD3 antagonist	WRN inhibitor	PI5P4K alpha inh	GLP-1R agonist	D3 ag	IL-2 act	GLP1R cytotox	PLK1 PBD block
CCCCCCOc1ccc(NC(=O)CC2C(=O)N(CC)C(=S)N2Cc2ccco2)cc1 (configuration not stated)	7.1µM*	17	-11%	16	-5%	-9	-0.7	?	0%
Cc1ccc(N(Cc2ccc(C(=O)Nc3ccccc3C(=O)NCc3ccco3)cc2)S(C)(=O)=O)cc1C	-3%	27	-8%	.	-14%	34*	-0.4	7%	5%
CCS(=O)(=O)Nc1c(C(=O)OC)[nH]c2ccccc12	8%	?	-5%	-3	17%	-15	-2.3	0%	-2%
Cc1ccc(Cn2nnc3c(=O)[nH]c(C4CCN(S(=O)(=O)c5ccccc5)CC4)nc32)cc1	0%	15	-6%	.	1%	16	-1.6	-15%	-1%&-1%
COc1cccc(C(O)c2nccn2Cc2ccccc2)c1OC (configuration not stated)	12%	3	-4%	-2	-1%	-1	1.5	1%	-3%
Cc1ccccc1Nc1c(N)c(=O)oc2ccccc12	45%[activator]	-11	-13%	-3	17%	6	-2.7	1%	3%
O=C(COc1ccc(Cl)cc1Cl)NC(=O)NC1CCCC1	?	-5	-5%	11	27%	-14	-2.0	-2%	-18%
CCOC(=O)C1CCCN(S(=O)(=O)c2cc3[nH]c(=O)c(=O)[nH]c3cc2C)C1 (configuration not stated)	8%	15	-6%	-3	2%	5	-1.8	3%	-8%
CCCc1cc(=O)[nH]c(SCC(=O)Nc2cc(S(=O)(=O)N3CCCCC3)ccc2C)n1	-8%	7	3%	0	-2%	-3	1.1	12%	4%
O=c1c(-c2ccc3c(c2)OCCO3)c(C(F)(F)F)oc2cc(O)cc(O)c12	0%	?	-5%	2	-6%	4	0.4	-4%	-7%
CCOC(=O)c1cc(CC)sc1/N=C/C1=C(O)CC(C)(C)CC1=O	8%	12	5%[57.1 µM]	1	9%	-3	-0.5	-5%[1.53 µM]	3%
CCOc1ccccc1C(=O)OCC(=O)NCC1CCCCC1	?	6	-8%	1	8%	-3	3.1	-1%	-7%
O=C(CSc1nc2ccccc2c(=O)n1CC1CCCO1)NCC1CCCO1 (configuration not stated)	8%	-15	7%	-3	-13%	5	-0.1	-10%	-2%
COCCN(C(=O)COC(=O)c1cccc2ccccc12)c1c(N)n(Cc2ccccc2)c(=O)[nH]c1=O	8%	3	-17%	-4	5%	-2	-2.4	10%	-1%
O=C(Cc1ccccc1)NNC(=O)C1CC=CCC1 (configuration not stated)	19%	-2	-7%	6	7%	-1	0.6	1%	-11%
OCCN1CCOCCOCCN(CCO)CCN(CCO)CC1	-11%	7	-3%	0	-13%	12	0.7	-5%	-7%
Cc1cccc(NC(=O)CCS(=O)(=O)c2ccc3c(c2)oc(=O)n3C)c1	8%	3	4%	-2	2%	4	-0.2	-4%	?
CCn1c(=O)n(CC)c2cc(S(=O)(=O)N3CCOCC3)ccc21	8%	-9	-2%	.	0%	2	0.9	12%	-1%
Cc1ccc(C(=O)CC2(O)C(=O)N(CCc3ccccc3)c3ccc(Cl)cc32)cc1 (configuration not stated)	?	.	.	.	-6%	4	.	?	.
Cn1c(NC(=O)c2ccccc2)c(-c2cccs2)c(=O)c2ccccc21	-15%	7	-23%	.	-19%	13	-0.7	-15%	-4%
CC(C)c1ccc(NS(=O)(=O)c2cn(C)c(=O)n(C)c2=O)cc1	2%	-22	1%	-1	-4%	-6	-1.0	-7%	0%
CSc1nncc(/C(C)=N\Nc2ccccc2C)n1	0%	29	3%	1	4%	-3	1.7	-13%	-5%
CCOC(=O)N1CCN(S(=O)(=O)c2ccc(C(=O)NNc3nc4c(C)cc(C)cc4s3)cc2)CC1	?	20	-10%	0	0%	7	-1.8	-15%	-9%
COc1cccc(C(=O)NNC2=C(C(=O)C(F)(F)F)CCC2)c1	?	-11	-1%	-4	8%	6	-1.0	-14%	3%
O=C(NC(=S)N1CCN(c2ccccn2)CC1)c1ccco1	-28%	1	2%	2	-4%	-1	3.0	5%	-9%
Cc1ccc(S(=O)(=O)NC(=O)Nc2cccc([N+](=O)[O-])c2)cc1	2%	11	-3%	1	14%	14	-1.8	-1%	-8%
Cc1ccc(C2=NN(C(=O)CNCCO)C(c3cccs3)C2)cc1 (configuration not stated)	9%	3	-1%	0	12%	3	-0.5	2%	4%
CCC(CCC(=O)Nc1ccc(S(N)(=O)=O)cc1)C(=O)O (configuration not stated)	-5%	-11	6%	.	-3%	-3	-1.5	14%	-9%
COc1ccc(S(=O)(=O)N2CCCCC2)cc1NC(=O)c1ccc(CS(C)(=O)=O)cc1	?	7	-7%	6	-1%	6	-0.4	-1%	-10%
Cc1ccc(-c2[nH]ncc2/C=C(\C#N)C(=O)NC2CCCCC2)cc1	7.9µM*	-4	-6%	3	2%	0	0.9	-15%	0%
Cn1c(CCN2CCCCC2)nc2cc(NC(=O)COc3ccccc3)ccc21	6%	-5	-6%	0	-1%	-7	-2.6	-29%	-9%
CN(C)S(=O)(=O)N1CCC(Oc2cccc(C(=O)NC3CCCCC3)c2)CC1	-6%	13	-1%	-21	-3%	-2	-5.6	-3%	15µM*
O=c1c(-c2ccco2)[n+]([O-])c2ccccc2n1OCc1ccccn1	-4%	-2	-3%[57.1 µM]	-11	-10%	-3	-2.0	2%	-9%
c1ccc(CN2CCN(Cc3c[nH]c4ccccc34)CC2)cc1	?	-60*	11%	3	4%	-46	-1.5	1%	9%
O=C(CCS(=O)(=O)c1ccccc1)Nc1ccc(S(=O)(=O)Nc2ncccn2)cc1	0%	-2	4%	-3	2%	11	0.2	0%	-1%
COc1ccc(N2CCN(C(=O)c3ccc4c(=O)n(CC5CCCO5)c(=O)[nH]c4c3)CC2)cc1 (configuration not stated)	0%	14	6%	.	-13%	2	-1.4	-2%	-4%
Cc1ccc(OCCC(=O)OCC(=O)c2ccc3c(c2)NC(=O)CO3)cc1	1%	-1	-9%	4	-4%	-14	-0.1	0%	9%
Clc1ccc(SCc2cc(-c3ccc(Cl)cc3)on2)cc1	?	?	-3%	22	2%	-1	-2.5	-13%	-8%
Clc1ccccc1-c1nc(-c2cccnc2)no1	-21%	13	-4%	0	5%	0	-2.5	-4%	-3%
CC(=O)c1ccc(N/N=C2/CCCNC2=O)cc1	7%	4	-2%	-4	12%	3	-0.8	2%	-12%
CCOc1ccccc1N1CCN(C(=O)c2c(C)noc2C)CC1	0%	-14	11%	.	12%	-14	-2.8	-20%	-3%
Cc1nc(SCC(=O)c2c[nH]c3ccccc23)n[nH]1	7%	14	0%	0	2%	2	0.4	-5%	-13%
COc1ccc(-c2ccc(C(C)=O)cc2)cc1[C@H]1[C@H]2C=CC[C@@H](C)[C@@H]2C(=O)N1Cc1ccccc1	24%	15	-2%	5	0%	-13	0.0	14%	-9%
CCOC(=O)C1(C)CCCN(C(=O)c2ccc(OC)cc2)C1 (configuration not stated)	18%	-21	6%	0	?	-6	0.2	8%	-5%
COc1ccc(/C=N/NC(=O)c2nc(Cl)c(Cl)c(N)c2Cl)cc1COc1ccccc1F	?	0	-16%	-15	-17%	20	2.6	?	-3%
COc1ccc(C2CC(=O)C(C=NCC(C)C)=C(O)C2)cc1 (configuration not stated)	0%	16	6%	-3	-4%	1	4.1	-19%	4%
OC(CNCc1ccccc1)COc1ccccc1 (configuration not stated)	-9%	-23	-4%	1	-2%	-38	0.2	2%	2%
O=C(c1ccc(S(=O)(=O)NCC2CCCO2)cc1)N1CCN(c2ccccc2)CC1 (configuration not stated)	11%	6	10%	2	4%	2	-2.7	-1%	-11%
Cc1c(Br)c([N+](=O)[O-])nn1CC(=O)NCc1cccs1	-14%	-13	-26%[57.1 µM]	-2	-7%	4	-2.6	13%	-7%
CCc1nc2c(OCCOc3ccccc3)cccn2c1N(C)C(=O)c1ccc(C)cc1	4%	-12	-6%	-4	8%	3	0.8	0%	-1%

Compound activity as filed in PubChem BioAssay.
